Assay outcomes: PubChem, National Center for Advancing Translational Sciences (NCATS)
PTHR1 agonist – activates the human parathyroid hormone receptor PTHR1. Q03431. Potency, µM (top dose mostly 115 µM), inactives show top-dose activation, actives largely listed as activators. HEK293 GP2 PTHR1 cells, GloSensor cAMP luminescence, 1 h. AID 743266. hit rate 0.075% among 410,000; also: nearly all actives have a fitted effect of over 55% in size; some results filed as inactive show a strong effect at the top dose; inactives centre near -15; many of its hits are not listed in these tables
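HEK-293-derived GP2 cells expressing PTHR1 and a GloSensor cAMP reporter, 3,000/well, plated overnight, given luciferin plus IBMX (each 0.5 mM as added) for 1 h at 37 °C, then compound for 1 h at 37 °C. Luminescence was read after 15 min at room temperature.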
EPAC1 agonist – agonists of human EPAC1; O95398; EPAC1 agonist qHTS, biochemical assay; response scale: 100% = response to 6.5 mM cAMP; Potency, µM (series often up to 154 µM), inactives show at the highest dose activation, hits mostly activators; hit rate 0.073% among 360,000; AID 720707; also: nearly all actives have a fitted effect of over 60% in size
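Nucleotide exchange by EPAC1 (100 nM) on Rap1B–BODIPY-GDP (250 nM) in the presence of 50 uM GDP is tracked fluorescently at 480/540 nm over 30 min. Signals are normalized to a 6.5 mM cAMP control.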
FUS suppressor – rescues growth of FUS-expressing yeast; AID 1347120; hit rate 0.24% among 390,000; S. cerevisiae FUS-expressing, growth rescue, OD600, 24 h; Potency, µM (top dose mostly 76.6 µM), for inactives: at the highest dose growth rescue (activation), usual class: activators;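 also: plate controls were DMSO vehicle for no effect and reference control for full effect; nearly all actives have a fitted effect of over 55% in size; some results filed as inactive show a strong effect at the top dose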
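Absorbance at 600 nm, taken 24hr after compound addition, measured rescue of FUS-yeast growth at 30C. Induction used 2% galactose with seeding at OD 0.005. Controls: CP55940 from 92uM final, DMSO only.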
EPAC2 antag – blocks human EPAC2 exchange factor | Potency, µM (series often up to 114 µM), for inactives: top-dose activity, negative = inhibition, actives largely listed as inhibitors | Q8WZA2 | EPAC2 GEF exchange of Rap1B-BODIPY-GDP, fluorescence | hit rate 0.18% among 360,000; also: % is scaled to controls: 0 for no effect and ±100 for the full control effect; nearly all actives have a fitted effect of over 45% in size; many of its hits are not listed in these tables
Target sequence (Q8WZA2 whole entry, looked up): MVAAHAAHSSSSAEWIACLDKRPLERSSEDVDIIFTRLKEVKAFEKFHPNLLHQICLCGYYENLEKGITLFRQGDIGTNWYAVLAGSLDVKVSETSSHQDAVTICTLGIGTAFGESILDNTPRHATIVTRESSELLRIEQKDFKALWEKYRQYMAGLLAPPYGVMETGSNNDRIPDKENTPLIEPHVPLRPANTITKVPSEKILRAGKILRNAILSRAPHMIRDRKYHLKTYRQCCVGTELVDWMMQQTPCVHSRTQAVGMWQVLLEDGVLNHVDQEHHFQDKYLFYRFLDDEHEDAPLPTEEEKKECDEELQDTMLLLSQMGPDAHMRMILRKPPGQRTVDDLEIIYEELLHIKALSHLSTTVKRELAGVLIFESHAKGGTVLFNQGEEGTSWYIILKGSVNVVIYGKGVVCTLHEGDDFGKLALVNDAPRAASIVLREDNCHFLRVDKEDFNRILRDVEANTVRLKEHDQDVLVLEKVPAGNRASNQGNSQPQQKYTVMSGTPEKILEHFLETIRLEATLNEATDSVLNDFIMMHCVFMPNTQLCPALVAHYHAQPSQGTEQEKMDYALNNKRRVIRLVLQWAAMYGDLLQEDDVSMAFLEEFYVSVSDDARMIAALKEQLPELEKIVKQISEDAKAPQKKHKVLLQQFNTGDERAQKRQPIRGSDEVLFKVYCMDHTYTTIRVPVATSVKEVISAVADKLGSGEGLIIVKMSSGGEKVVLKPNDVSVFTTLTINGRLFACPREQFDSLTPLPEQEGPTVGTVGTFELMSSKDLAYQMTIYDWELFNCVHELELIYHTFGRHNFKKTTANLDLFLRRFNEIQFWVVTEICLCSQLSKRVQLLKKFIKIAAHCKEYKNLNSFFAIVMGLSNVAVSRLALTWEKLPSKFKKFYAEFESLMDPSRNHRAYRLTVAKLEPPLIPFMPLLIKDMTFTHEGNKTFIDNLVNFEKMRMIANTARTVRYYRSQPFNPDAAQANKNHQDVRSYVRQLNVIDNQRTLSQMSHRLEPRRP
EPAC1 antagonist – antagonists of human EPAC1; O95398; EPAC1 GEF assay, Rap1b-BODIPY-GDP exchange fluorescence; Potency, µM (titrated, usually from 115 µM), for inactives: at the highest dose activity change, negative = inhibition, usual class: inhibitors; hit rate 0.14% among 360,000; AID 720709;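 also: plate controls were vehicle for no effect and positive control for full effect; nearly all actives have a fitted effect of over 50% in size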
EPAC2 agonist – agonists of human EPAC2 (RAPGEF4); AID 720711; Potency, µM (top dose mostly 154 µM), for inactives: top-dose activation, most hits filed as activators; hit rate 0.079% among 360,000; EPAC2 activation, biochemical qHTS; response scale: 100% = 6.5 mM cAMP response; Q8WZA2; also: nearly all actives have a fitted effect of over 50% in size
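EPAC2 (100 nM) mixed with Rap1B loaded with BODIPY-GDP (250 nM) plus 50 uM unlabeled GDP; compounds pinned in, 5 min RT, then read every 5 min for 30 min (ex 480, em 540 nm). Normalized to cAMP control.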
TDP43 rescue – inhibitors of TDP-43 toxicity in yeast. AID 652104. Potency, µM (highest dose often 46.1 µM), for inactives: at the highest dose growth rescue (activation), usual class: activators. TDP-43 expressing yeast growth rescue, BacTiter-Glo, 24 h. hit rate 1.8% among 410,000; also: % of control where 0% means no effect; nearly all actives have a fitted effect of over 50% in size
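Galactose-induced TDP-43 yeast, OD600=0.02, compound pinned; 24 hr, 30 deg C; BacTiter-Glo luminescence for growth. Inhibitors of TDP-43 toxicity read as activators.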
aSyn rescue – alpha-synuclein toxicity inhibition in yeast. hit rate 0.14% among 370,000. Yeast expressing alpha-synuclein, growth rescue, BacTiter-Glo, 24 h. Potency, µM (series often up to 46.1 µM), inactives show at the top dose growth rescue (activation), most hits filed as activators. AID 652106; also: % of control where 0% means no effect; nearly all actives have a fitted effect of over 65% in size
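Readout is rescue of growth in alpha-synuclein-expressing yeast, so inhibitors of toxicity appear as activators. Growth after 24 hr at 30 deg C in galactose medium is quantified by luminescence.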
* marks the source's active call; other numbers are inactive results; i = inactive; ? = inconclusive; . = no result given; & = joins results of further samples; [ ] = dose if it differs, or a comment. Calls follow the shape of the dose curve; as a rule, active = well fitted curve in the direction sought with a large enough effect; inconclusive = small, poorly fitted or top-dose-only effect, or another doubt; inactive = no such curve, though single readings can be large; an effect the other way counts as inactive or inconclusive. Potency is read from the fitted curve at half-maximal effect. Only part of the results is shown (hit frequency here may not be typical).

SMILES	PTHR1 agonist	EPAC1 agonist	FUS suppressor	EPAC2 antag	EPAC1 antagonist	EPAC2 agonist	TDP43 rescue	aSyn rescue
O=C(NC1CCSc2ccccc21)c1cc(S(=O)(=O)N2CCOCC2)ccc1Cl (stereo not drawn)	-1%	14%	34%	6%	?	14%	-1%	-2%
COC(=O)CSc1ncnc2c(C)csc12	i	0%	6%	4%	8%	5%	10%	2%
COc1ccc(CCNC(=O)CCS(=O)(=O)c2ccc3nc(C)sc3c2)cc1OC	-2%	-13%	-8%	-5%	-1%	0%	-8%	-6%
O=C(c1ccc(Cl)cc1)N1CCCCC(Sc2nnc(-c3ccc4c(c3)OCO4)o2)C1=O (stereo not drawn)	-21%[57.5 µM]	10%	38%	-5%	-4%	1%	5%	0%
Cc1ccc(C)c(NS(=O)(=O)c2cc(C(=O)NCCSC3CCCCC3)ccc2C)c1	i	22%	19%	-10%	2%	10%	-13%	?
O=C(Nc1ccc2c(c1)OCCO2)C1CCN(C(=O)c2ccc(Cl)cc2)CC1	-1%	-2%	.	-2%	-3%	6%	6%	5%
Cc1ccc(S(=O)(=O)Nc2cccc3cccnc23)cc1	-24%	6%	11%	-25%	-17%	5%	35µM*	?
C=CCn1c(COc2cccc3ccc(C)nc23)nnc1SCC(=O)OC	i	0%	8%	5%	-10%	-2%	5%	2%
COc1ccccc1/C=C/C(=O)OCC(=O)NC1CCCCCC1	i	2%	7%	0%	-15%	9%	24%	-11%
COc1ccc(C(NC(C)=O)c2cc(Cl)c3cccnc3c2O)cc1OC (stereo not drawn)	i	5%	23%	-24%	-8%	3%	3%	0%&-3%
Cn1c(-c2ccc3c(c2)OCO3)cnc1N	-1%[57.5 µM]	3%	20%	-5%	-4%	4%	-19%	1%
COC(=O)c1ccc(C2C(C(=O)c3cc4ccccc4o3)=C(O)C(=O)N2CCN2CCOCC2)cc1 (stereo not drawn)	i	7%	24%	2%	40%[activator]	4%	-4%	-8%
Cc1ccc(C2=NN(C(=O)CN3CCN(C4CCS(=O)(=O)C4)CC3)C(c3ccco3)C2)cc1 (stereo not drawn)	i	-1%	.	15%	15%	8%	-16%	-4%
NCCc1cnc[nH]1	16%	-8%&13%	-23%&-41%	2%&2%	-8%&1%	4%&2%	13%&20%	0%&-10%&-7%
Cc1ccccc1OCC(=O)NNC(=O)c1ccoc1C	-1%	-5%	.	9%	2%	2%	17%	0%
c1ccc(CSc2nc3ncccn3n2)cc1	i	3%	27%	5%	-5%	-3%	16µM*	-9%[1.84 µM]
Cc1ccc(S(=O)(=O)/N=C2/NC(=O)/C(=C\c3cc(Br)cc(Br)c3O)S2)cc1	i	-2%	19%	79µM*	?	0%	4%	1%
O=C(N/N=C/c1cccs1)c1ccc2nc[nH]c2c1	i	5%	-42%	-5%	-4%	3%	20%	-1%
CCOC(=O)c1oc2ccccc2c1NC(=O)c1ccccc1OC	-25%[57.5 µM]	23%	19%	-7%	-15%	8%	-19%	24%
Cc1c(OC(C)C(=O)O)ccc2c3c(c(=O)oc12)CCCC3 (stereo not drawn)	i	5%	11%	8%	-13%	-1%	-8%	-1%
O=C(Nc1ccc2c(c1)OCCO2)c1cc2ccccc2o1	-47%[inhibitor]	-2%	8%	-1%	-23%	7%	-5%	-1%
CCc1nc2ccccc2c(C(=O)OCC(=O)Nc2ccc(S(=O)(=O)N3CCOCC3)cc2)c1C	-93%[inhibitor]	9%	59%	8%	0%	14%	-17%	-1%
Cc1ccc2nc3c(cc2c1)c(C)nn3-c1ccccc1	i	0%	-19%	-2%	8%	10%	13%	7%
CCOc1ccc(S(=O)(=O)NCCC(=O)NCCOc2ccccc2OC)cc1	i	2%	7%	19%	-11%	2%	-25%	-9%

Single records (already shown).
Listed for O=C(N/N=C/c1cccs1)c1ccc2nc[nH]c2c1 → PTHR1 agonist = i; EPAC1 agonist = 5%; FUS suppressor = -42%; EPAC2 antag = -5%; EPAC1 antagonist = -4%; EPAC2 agonist = 3%; TDP43 rescue = 20%; aSyn rescue = -1%
Listed for Cc1ccc2nc3c(cc2c1)c(C)nn3-c1ccccc1 → PTHR1 agonist = i; EPAC1 agonist = 0%; FUS suppressor = -19%; EPAC2 antag = -2%; EPAC1 antagonist = 8%; EPAC2 agonist = 10%; TDP43 rescue = 13%; aSyn rescue = 7%

Going on with the list:
SMILES	PTHR1 agonist	EPAC1 agonist	FUS suppressor	EPAC2 antag	EPAC1 antagonist	EPAC2 agonist	TDP43 rescue	aSyn rescue
CCOC(=O)Cc1cc(-c2ccccc2)nc2ccc3ccccc3c12	0%	0%	-2%	-3%	-7%	14%	?	1%
CCOc1ccc(C2N(c3ccc(Cl)cc3)C(=O)C3CCCN32)cc1OC (stereo not drawn)	8%	3%	7%	5%	-4%	10%	-18%	-6%
COc1cc(NCCCCCCN)c2ncccc2c1OC	-5%	8%	20%	-23%	-10%	14%	-4%	1%
CCSc1nnc(NC(=O)C(C)Sc2nc3ccccc3[nH]2)s1 (stereo not drawn)	-21%	12%	-2%	-5%	1%	5%	17%	2%
COC(=O)C1=C(C)N(C)C(C)=C(C(=O)OC)C1c1ccc(Cl)cc1	0%[57.5 µM]	-8%	-15%	4%	-1%	-42%[inhibitor]	-2%	-16%
Cc1cc(C(C)(C)C)c(O)c(C(C)(C)C)c1	-34%[inhibitor]	-10%	-33%	-25%	5%	5%	20%	3%
Cc1ccc(S(=O)(=O)Nc2ccc3ccccc3c2[N+](=O)[O-])cc1	-26%	1%	1%	?	?	-2%	-85%[inhibitor]	-45%[inhibitor]
O=C(Nc1ccc(F)cc1F)c1ccc(COc2c(F)c(F)cc(F)c2F)o1	?	0%	?	12%	-3%	-4%	0%	-11%
COc1ccc(C2CC(c3ccccc3)=NN2c2ccc(C(N)=O)cc2)cc1 (stereo not drawn)	-34%[inhibitor]	28%	?	-5%	?	19%	?	-39%[inhibitor]
Cc1occc1-c1nnc(SCCCC(=O)c2ccc(F)cc2)n1C	-10%[57.5 µM]	7%	2%	-1%	-7%	10%	18%	7%
Cc1ccc(C)c(N2CCN(C(=O)c3ccc(NC4=NC5CS(=O)(=O)CC5S4)cc3)CC2)c1 (stereo not drawn)	-7%	-6%	12%	13%	-2%	4%	2%	0%
Cc1nc2cc(OCc3cc(C(=O)NC(C)c4cn(C)nc4C)no3)ccc2s1 (stereo not drawn)	-37%[inhibitor]	-5%	12%	8%	5%	-3%	22%	6%
N#Cc1cc(C(=O)c2cc(Cl)ccc2O)cn(-c2ccccc2)c1=O	-3%	-1%	.	-6%	1%	-4%	6%	-3%
COc1ccc(NS(=O)(=O)c2ccc3oc(SCC(N)=O)nc3c2)cc1	-15%	-6%	-4%	7%	-7%	-2%	21%	3%
CN(C)C(=O)COC(=O)c1ccc(S(=O)(=O)NCc2ccco2)cc1	?	0%	7%	-2%	-31%	4%	-14%	-3%
COc1ccc(S(=O)(=O)N2CCC(C(=O)N3CCN(C)CC3)CC2)cc1Cl	-23%	11%	7%	2%	-13%	-1%	-11%	1%
COc1ccc(N2C3=C(C(=O)CC(C)(C)C3)C(c3cnn(C)c3)C3=C2CC(C)(C)CC3=O)cc1	-4%	1%	26%	-6%	4%	2%	-10%	-1%
CN(CC(=O)Nc1ccc(N2CCOCC2)cc1)C(=O)CCc1cc(C(C)(C)C)c(O)c(C(C)(C)C)c1	i	-11%	.	-1%	-7%	-9%	28%	15%
CCCN1CCc2c(sc(NC(=O)Cc3ccc(F)cc3)c2C(N)=O)C1	i	3%	3%	5%	-3%	7%	7%	4%
CN(C)C(CN1C(=O)C2CC=CCC2C1=O)c1cn(C)c2ccccc12 (stereo not drawn)	-10%[57.5 µM]	-2%	?	-9%	1%	5%	-1%	-1%
NC(=O)CSc1nnc(Cn2c(=O)sc3ccccc32)n1CCc1ccccc1	6%	-1%	-7%	-7%	?	13%	-14%	11%
CC(C)(C)Nc1nc2ccc([N+](=O)[O-])cc2o1	-21%	6%	0%	-7%	-3%	7%	15%	18%
CC(C)(C)C(=O)Nc1nnc(SCC(=O)NC2CC2)s1	i	4%	5%	-4%	-23%	4%	-19%	26%
O=C(O)c1ccc(CSc2nnc(-c3ccco3)n2-c2ccccc2)cc1	i	-7%	-3%	12%	7%	4%	-7%	-4%
CCOC(=O)c1ccc(NC(=O)c2nn(C)cc2Br)cc1	i	1%	10%	-4%	-5%	-9%	8%	-10%
CC(C)c1ccc(NC2CCCN(C(=O)c3cc(C(C)C)nc(N)n3)C2)cc1 (stereo not drawn)	-25%	-9%	17%	-2%	-15%	-11%	-4%	-1%
Cc1[nH]c2ccccc2c1C1=NNC(=Nc2ccc(F)cc2)SC1	-13%	18%	?	4%	8%	15%	13%	-2%
COc1cccc(C(c2sc3ncnn3c2O)N2CC(C)OC(C)C2)c1 (stereo not drawn)	i	-6%	-13%	7%	28%	7%	16%	9%
Cc1ccccc1OCCC(=O)OCC(=O)NC(C)c1ccccc1 (stereo not drawn)	i	-2%	18%	6%	0%	2%	-9%[9.22 µM]	12%
Cc1ccc(S(=O)(=O)Nc2cc(C)nn2-c2ccccc2)cc1	i	3%	31%	0%	-6%	-1%	-3%	-8%
CCCCN(C(=O)CNC(=O)c1cccs1)C(C(=O)NC1CCCCC1)c1cccnc1 (stereo not drawn)	i	-11%	11%	2%	-16%	4%	1%	-6%
CS(=O)(=O)c1ccc(Cl)c(NC(=O)CCc2ccccc2)c1	i	5%	-5%	-14%	-16%	-3%	15%	-5%
COC(=O)c1c(NC(=O)CN2CCN(Cc3ccc4c(c3)OCO4)CC2)sc(C)c1C	-38%[inhibitor]	-8%	11%	8%	3%	-13%	-7%	.
C[C@@H]1CN([C@@H](C)CO)C(=O)CCCn2cc(nn2)CO[C@H]1CN(C)C(=O)c1cc(-c2ccccc2)on1	-14%	-10%	-16%	3%	12%	8%	10%	0%

Taken from above.
Cc1ccccc1OCCC(=O)OCC(=O)NC(C)c1ccccc1 (stereo not drawn) | FUS suppressor: 18%
Cc1ccc(S(=O)(=O)Nc2cc(C)nn2-c2ccccc2)cc1 | TDP43 rescue: -3%
